# High-throughput results: PubChem, National Center for Advancing Translational Sciences (NCATS)
# p53 reactivation: re-activators of mutant p53; AID 504706; H1299 p53-A138V BP100-luciferase reporter, luminescence, 24 h; Potency, µM (top dose mostly 92.2 µM), for inactives: top-dose activity change, positive = activation, most hits filed as activators; 320,000 compounds, 0.063% hits; further: % of control where 0% means no effect; nearly all actives have a fitted effect of over 45% in size
#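 H1299 (p53-null), stable ts p53-A138V + BP100-Luc; 1000 cells/well, Opti-MEM/10% FBS; cpd 4 pt, 1:5; 24 h, 37 deg C, 5% CO2; detection reagent 10 min RT; luminescence.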
# FLuc modulator: counter-screen for miR-21 project: firefly luciferase inhibitors or activators. P08659. purified FLuc, Km substrates, luminescence inhibition. Potency, µM (titrated, usually from 57.5 µM), for the others: at the highest dose activity change, negative = inhibition, actives largely listed as inhibitors. 360,000 compounds, 6.9% hits. AID 588342;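 further: plate controls were vehicle for no effect and reference inhibitor for full effect; nearly all actives have a fitted effect of over 55% in size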
# Target sequence (P08659 whole entry, looked up): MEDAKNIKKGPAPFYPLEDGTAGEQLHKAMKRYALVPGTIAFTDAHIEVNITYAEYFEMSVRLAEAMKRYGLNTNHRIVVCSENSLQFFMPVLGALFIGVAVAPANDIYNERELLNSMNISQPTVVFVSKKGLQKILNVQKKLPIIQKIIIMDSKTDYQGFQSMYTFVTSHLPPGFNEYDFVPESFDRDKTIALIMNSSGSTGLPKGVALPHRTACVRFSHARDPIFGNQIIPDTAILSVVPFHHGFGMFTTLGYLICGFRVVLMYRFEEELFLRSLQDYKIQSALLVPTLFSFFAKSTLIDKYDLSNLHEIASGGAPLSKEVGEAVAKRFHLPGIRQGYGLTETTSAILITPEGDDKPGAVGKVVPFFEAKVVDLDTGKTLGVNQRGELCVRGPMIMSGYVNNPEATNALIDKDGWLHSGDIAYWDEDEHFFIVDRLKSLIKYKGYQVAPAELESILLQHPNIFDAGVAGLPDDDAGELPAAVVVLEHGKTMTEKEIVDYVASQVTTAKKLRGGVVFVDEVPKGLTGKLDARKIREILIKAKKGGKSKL
#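 Biochemical qHTS of compounds, final roughly 60 µM downward over six points, against 10 nM purified firefly luciferase using Km concentrations of substrates (10 uM D-luciferin, 10 uM ATP) in Tris acetate pH 7.5 buffer; luminescence output.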
# RORgamma inh: ROR gamma (mouse) transcription inhibition; P51450; Drosophila S2 Gal4-RORgamma UAS-luciferase reporter, 20 h; Potency, µM (series often up to 53.6 µM), for inactives: at the top dose activity change, negative = inhibition, usual class: inhibitors; 310,000 compounds, 5.4% hits; AID 2551; further: on the % scale 0 is the no-effect control and ±100 the full control effect; nearly all actives have a fitted effect of over 60% in size
# Target sequence (P51450 whole entry, looked up, the tested form may be a part): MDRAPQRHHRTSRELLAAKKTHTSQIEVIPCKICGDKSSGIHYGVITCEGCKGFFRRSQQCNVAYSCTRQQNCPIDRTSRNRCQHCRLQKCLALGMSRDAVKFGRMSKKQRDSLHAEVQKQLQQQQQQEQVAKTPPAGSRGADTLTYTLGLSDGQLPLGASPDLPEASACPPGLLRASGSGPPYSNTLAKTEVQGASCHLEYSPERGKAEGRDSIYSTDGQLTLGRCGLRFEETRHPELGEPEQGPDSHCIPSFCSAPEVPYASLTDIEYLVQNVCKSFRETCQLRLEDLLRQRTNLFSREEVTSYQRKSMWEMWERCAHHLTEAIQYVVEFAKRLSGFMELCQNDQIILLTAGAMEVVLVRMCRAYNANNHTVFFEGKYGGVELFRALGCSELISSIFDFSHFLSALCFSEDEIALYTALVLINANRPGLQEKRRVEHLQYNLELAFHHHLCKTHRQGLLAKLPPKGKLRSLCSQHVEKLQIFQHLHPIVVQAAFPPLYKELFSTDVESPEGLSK
#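 Using a luciferase readout, inhibitors were identified by reduced reporter activity in Drosophila cells coexpressing a copper-inducible Gal4–ROR gamma fusion and UAS-driven Photinus luciferase, incubated 20 hr after 700 uM copper sulfate.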
# ELG1 genotox: inducers of genotoxicity in HEK293T ELG1-luciferase cells; AID 504466; 330,000 compounds, 1.3% hits; HEK293T ELG1-luciferase reporter, luminescence, 16 h; Potency, µM (series often up to 46 µM), without a hit: at the highest dose activity change, positive = activation, hits mostly activators; further: % of control where 0% means no effect; nearly all actives have a fitted effect of over 60% in size
#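 HEK293T cells expressing luciferase-tagged ELG1 were exposed to compound or DMSO vehicle for 16 hr at 37 °C and 5% CO2. Luciferase activity was then measured with ONE-Glo after 30 min at room temperature.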
# MBNL1 CUG block: MBNL1-poly(CUG) RNA binding inhibition; TR-FRET MBNL1-His/biotin-(CUG)12 binding, 665/545 ratio; Q9NR56; 280,000 compounds, 0.036% hits; Potency, µM (highest dose often 57.5 µM), inactives show at the highest dose activity change, negative = inhibition, hits mostly inhibitors; AID 2675; active means well fitted inhibition curve with a large enough effect in the signal ratio, with a control signal flat, not every such curve was filed as active; inconclusive means small, poorly fitted or top-dose-only effect, or effect the other way, or a change in a side signal; inactive means no such curve, though single readings can be large or run the other way; the % refers to the signal ratio; further: on the % scale 0 is the no-effect control and ±100 the full control effect
#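 His-tagged MBNL1 binding to biotinylated (CUG)12 RNA was measured by TR-FRET using terbium anti-His antibody (0.055 ng/ul final) and streptavidin-XL665 (5 nM final). Compounds were titrated 92 nM to 58 uM; 60 min at room temperature.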
# uPA generation: blocks generation of uPA at the cell surface; Potency, µM (highest dose often 38.3 µM), inactives show at the highest dose activity change, negative = inhibition, hits mostly inhibitors; 330,000 compounds, 0.31% hits; cell surface uPA generation assay, qHTS; active means well fitted inhibition curve with a large enough effect; inconclusive means small, poorly fitted or top-dose-only effect; inactive means no such curve, though single readings can be large or run the other way; tested in mouse RAW 264.7 cells; further: on the % scale 0 is the no-effect control and ±100 the full control effect; nearly all actives have a fitted effect of over 55% in size
# Rab9 promoter act: Rab9 promoter activation; AID 485297; 320,000 compounds, 2.8% hits; Huh7 Rab9 promoter-luciferase reporter, luminescence, 24 h; Potency, µM (highest dose often 9.22 µM), inactives show at the highest dose activation, negative = inhibition, actives largely listed as activators; further: % of control where 0% means no effect; nearly all actives have a fitted effect of over 60% in size
#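 Using Huh7 cells stably transfected with Rab9 promoter–luciferase, compounds were incubated 24 h at 37 °C, 5% CO2; luciferase luminescence was read 10 min after reagent addition.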
# NPC1 prom act: activators of NPC1 promoter; 320,000 compounds, 2.4% hits; Potency, µM (top dose mostly 9.22 µM), for the others: top-dose activation, usual class: activators; AID 485313; Huh7 NPC1 promoter luciferase reporter, 24 h;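 further: % of control where 0% means no effect; nearly all actives have a fitted effect of over 60% in size; reporter is driven by a mutant NPC1 promoter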
#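 Luciferase expression driven by the NPC1 promoter was measured in stably transfected Huh7 cells after a 24 h compound incubation, using a luciferase reagent and a luminescence read.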
# BRCA1 expr act: BRCA1 expression activation; MCF7-BRCA1-FFLuc reporter, luminescence, 48 h; response scale: scaled: vehicle 0%, 10 µM genistein 100%; Potency, µM (top dose mostly 46.1 µM), inactives show top-dose activation, hits mostly activators; 380,000 compounds, 1.1% hits; AID 624202; further: nearly all actives have a fitted effect of over 80% in size; some results filed as inactive show a strong effect at the top dose
#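 MCF7-BRCA1-FFLuc cells, 2000/well in phenol-red-free MEM, attached 2 h then treated 48 h at 37 C. Luciferase luminescence read 15 min after reagent; normalized to genistein maximum activation (10microM) and DMSO, concentration-response fitted.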
# VP16 counter: Gal4-VP16 reporter inhibition counter-screen; Drosophila S2 Gal4-VP16 UAS-luciferase, luminescence, 20 h; Potency, µM (top dose mostly 53.6 µM), without a hit: top-dose activity, negative = inhibition, hits mostly inhibitors; 310,000 compounds, 3.5% hits;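 further: Gal4-VP16 expression switched on by copper sulfate through the metallothionein promoter; on the % scale 0 is the no-effect control and ±100 the full control effect; nearly all actives have a fitted effect of over 50% in size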
# An asterisk follows results filed as active; ? = inconclusive; · = not tested or not shown; [ ] = another dose, or the depositor's remark. Unless noted, the call rests on the fitted dose curve; in most records, active means well fitted curve in the direction sought with a large enough effect; inconclusive means small, poorly fitted or top-dose-only effect, or another doubt; inactive means no such curve, though single readings can be large; an effect the other way counts as inactive or inconclusive. Potency means the concentration at half of the fitted maximal effect.
SMILES,p53 reactivation,FLuc modulator,RORgamma inh,ELG1 genotox,MBNL1 CUG block,uPA generation,Rab9 promoter act,NPC1 prom act,BRCA1 expr act,VP16 counter
CCOc1ccc(OCCCC(=O)Nc2nc3ccccc3[nH]2)cc1,4%,-1%,-39%,1%,-2%,8%,-3%,0%,-8%,1%
COc1ccc(C(=O)Nc2cnccn2)cc1[N+](=O)[O-],1%,1%,10%,-5%,?,9%,11%,-3%,39%,2%
N#Cc1ccccc1NC(=O)CNc1ccccc1N1CCCCC1,2%,-2%,4%,-4%,6%,-5%,-5%,-1%,-17%,-9%
Cc1cc(C(=O)COc2cccc3cccnc23)c(C)n1C,5%,17µM*,-36%,1%,?,-4%,26%,?,?,-8%
CC(C)C(NC(=O)CCNC(=O)c1ccc(C(C)(C)C)cc1)c1nc2ccccc2[nH]1 (stereo not given),22%,?,·,-4%,·,-1%,-1%,3%,-38%,·
COc1ccc(NC(=O)CN(C)C(=O)c2ccc(C)s2)cc1,3%,1%,6%,1%,-5%,9%,-4%,-3%,-2%,0%
COCCn1c(Sc2ccc(C)cc2)nc2c1c(=O)[nH]c(=O)n2C,7%,3%,1%,21%,-2%,-5%,-1%,1%,-7%,1%
N#Cc1ccc(C(=O)NCC(c2ccco2)N2CCCCC2)cc1 (stereo not given),-4%,7%,0%,-4%,0%,-1%,-2%,2%,-20%,18%
CCNC(=O)CC1C(=O)N(c2cccc(OC)c2)C(=O)N1CCOC (stereo not given),-1%,3%,30%,0%,-5%,3%,-3%,2%,9%,-3%[0.365 µM]
COc1cccc(-c2cc(C(=O)N3CCN(S(=O)(=O)c4ccc(Br)cc4)CC3)[nH]n2)c1,-10%,1%,11%,-5%,6%,-2%,-7%,0%,-20%,0%
CCS(=O)(=O)N1CCN(C2Cc3ccccc3C2)CC1,14%,8%,7%,15%,-1%,2%,0%,-2%,4%,-1%
CSC1=N/C(=C\c2cccc(Cl)c2)C(=O)N1N(C)C,15%,-17%,38%,0%,·,-1%,-6%,3%,2%,19%
O=C(NCCCNc1ccc(C(F)(F)F)cc1[N+](=O)[O-])c1cc(F)c(F)cc1Cl,2%,-8%,?,-4%,?,-3%,-8%,-3%,-43%,-23%
O=C(c1ccc(F)cc1F)N1CCCC(c2nc(-c3ccc(F)cc3)no2)C1 (stereo not given),-2%,2%,?,7%,-8%,-4%,1%,3%,19%,-2%
CCCC(=O)N=c1sc2c(OC)ccc(OC)c2n1C,0%,-1%,14%,0%,·,-2%,-3%,-2%,-40%,7%
C[C@H](NC(=O)c1ccccc1Cl)C(=O)OCC(=O)NNC(=O)c1cccs1,6%,-5%,·,0%,·,3%,-2%,3%,-22%,·
CCNc1nc(NC(C)C)nc(OCC)n1,-1%,5%,?,3%,-11%,-8%,3%,1%,-20%,8%
CC(C)(C)c1nc(NCC2CCCO2)c2nnn(Cc3ccccc3)c2n1 (stereo not given),-9%,0%,-31%,-4%,0%,·,-5%,1%,-17%,-2%
COc1ccc(CCNC(=O)CCS(=O)(=O)c2ccc3c(c2)NC(=O)C(C)S3)cc1OC (stereo not given),-5%,0%,21%,-1%,-2%,4%,-2%,3%,7%,3%
O=C(CSCC(=O)Nc1ccc2ccccc2c1)NCc1ccccc1,1%,-12%,10%,2%,-4%,0%,-5%,-4%,44%,-7%
COc1ccc(C(=O)NCCS(=O)(=O)NCC2CCCO2)cc1 (stereo not given),-2%,-1%,·,2%,·,0%,4%,1%,9%,·
O=C(NCCCN1CCOCC1)c1cc(S(=O)(=O)N2CCOCC2)ccc1Cl,5%,·,·,0%,·,1%,·,·,-10%,·
O=C1C(Cl)=C(N2CCN(Cc3ccccc3)CC2)C(=O)N1c1ccccc1,-4%,-2%,1%,13%,3%,-3%,-3%,-2%,15%,12%
COCCCNC(=O)CSc1nc2ccccc2c(=O)n1CCC(=O)NCCc1ccc(OC)c(OC)c1,-3%,-3%,15%,-14%,-9%,3%,-9%,-9%,8%,-8%
O=C(Nc1ccc2c(c1)OC1(CCCC1)O2)C1CC1,19%,?,29%,?,-6%,-17%,22%,16%,84%,14%
CC(=O)CC1OC(=O)C(Br)=C1NCc1ccccc1 (stereo not given),-62%[inhibitor],4%,?,14%,6%,19%,1%,-10%,-50%,20µM*
COCc1[nH][nH]c(=O)c1C=Nc1ccc(F)cc1F,7%,-8%,0%,-1%,4%,-8%,2%,0%,-28%,3%
CCOc1cc(NCc2ccccc2)c2ncn(C(C)C)c2c1,-5%,·,·,1%,·,-5%,·,·,-35%,·
Cc1cc(S(=O)(=O)N2CCCC2)ccc1OCC(=O)NCc1ccco1,-9%,-1%,-2%,0%,3%,-8%,-1%,12%,3%,-4%
Cn1nnnc1SCC(=O)Nc1cc(C(=O)O)cc(C(=O)O)c1,-3%,7%,9%,2%,-2%,·,-6%,1%,1%,6%
COc1cc(C(=O)NCC(=O)N2CC=C(c3ccccc3)CC2)cc(OC)c1OC,-9%,-15%,·,-1%,·,-25%,-4%,-2%,-34%,·
O=c1ccc(Br)c[nH]1,-6%,1%,1%,-4%,-8%,0%,0%,5%,0%,-7%
COCCCN(C(=O)Nc1cccc(Cl)c1)C(C)c1ccccn1 (stereo not given),0%,1%,-5%,2%,3%,5%,2%,1%,3%[1.84 µM],-4%
O=C(CCc1ccccc1)Nc1ccc(N2CCOCC2)cc1,7%,-10%,22%,0%,-9%,1%,22%,1%,?,1%
Cc1cc(NS(=O)(=O)c2ccc(NC(=O)COc3ccc(Cl)cc3)cc2)no1,-14%,-10%,1%,0%,-3%,4%,-7%,-1%,3%,-1%
CCn1cc(C(=O)NCCCN2CCCC(C)C2)c(=O)c2cc(S(=O)(=O)N3CCOCC3)ccc21 (stereo not given),-6%,-2%,19%,1%,-2%,-6%,-2%,2%,-4%,13%
CN(C(=O)c1ccccc1C(=O)OCC(=O)c1ccc(F)cc1)c1ccccc1,-13%,?,·,-1%,·,7%,-5%,1%,4%,·
O=C(Cc1ncc(C(F)(F)F)cc1Cl)Nc1cccc(Br)c1,9%,6%,18%,-3%,7%,-4%,5%,-3%,-19%,-13%
COC(=O)c1ccc(OCC(O)CN2CCc3cc(OC)c(OC)cc3C2c2ccccc2)cc1 (stereo not given),-4%,-1%,16%,2%,6%,4%,-10%,-6%,-80%,?
CCc1nn(CC(=O)Nc2cc(C)ccc2C)c(=N)s1,0%,-1%,-7%,-2%,-7%,-1%,0%,-1%,19%,-15%
COc1ccc(NC(=O)CN(C)C(=O)c2ccccc2Sc2ncnc3sc(C)c(C)c23)cc1,-13%,5%,·,-9%,·,-2%,-1%,-4%,-39%,·
O=C(NN=C1CCCCCC1)c1ccc(Br)o1,24%,-15%,?,-1%,·,-7%,6%,-2%,7%,-18%
O=C(OCc1c(-c2ccccc2)ncc2ccccc12)c1ccc(F)cc1,-5%,·,·,-1%,·,4%,·,·,1%,·
Cc1cccc(OC(=O)NCCOC(=O)N(O)c2ccc(Cl)cc2)c1,15%,1%,30%,-3%,?,2%,2%,1%,-42%,-4%
CCOC(=O)/C(C#N)=C1/C=CN(c2ccc(C)cc2)C=N1,?,?,30%,?,?,-5%,?,?,?,-1%
COc1ccc(NC(=O)CCOc2cc(C)ccc2C)cc1S(=O)(=O)N1CCCCC1,-4%,·,·,-8%,·,-6%,·,·,-54%,·
COc1ccc([N+](=O)[O-])cc1NC(=O)CSCc1cc(C)cc(C)c1,2%,1%,10%,-1%,42%[activator],-17%,-3%,-1%,-32%,-6%
O=C(O)c1c(F)c(F)c(F)c(F)c1-c1ccc(Cl)cc1,2%,-2%,7%,-5%,-4%,-7%,-3%,-1%,-6%,-4%

# Laid out differently: 2 of the compounds above.
O=C(O)c1c(F)c(F)c(F)c(F)c1-c1ccc(Cl)cc1
  p53 reactivation = 2%	FLuc modulator = -2%	RORgamma inh = 7%	ELG1 genotox = -5%	MBNL1 CUG block = -4%	uPA generation = -7%	Rab9 promoter act = -3%	NPC1 prom act = -1%	BRCA1 expr act = -6%	VP16 counter = -4%

CN(C(=O)c1ccccc1C(=O)OCC(=O)c1ccc(F)cc1)c1ccccc1
  p53 reactivation = -13%	FLuc modulator = ?	RORgamma inh = ·	ELG1 genotox = -1%	MBNL1 CUG block = ·	uPA generation = 7%	Rab9 promoter act = -5%	NPC1 prom act = 1%	BRCA1 expr act = 4%	VP16 counter = ·

# Remaining list, next part
SMILES,p53 reactivation,FLuc modulator,RORgamma inh,ELG1 genotox,MBNL1 CUG block,uPA generation,Rab9 promoter act,NPC1 prom act,BRCA1 expr act,VP16 counter
COc1ccccc1C(=O)NC(C)c1cccc2ccccc12 (stereo not given),-5%,-2%,-7%,0%,-2%,0%,-1%,-3%,-11%,-1%
COc1cc2c(c(OC)c1OC)-c1ccc(NC(=O)c3ccccc3)c(=O)cc1[C@@H](NC(C)=O)CC2,13%,4%,2%,8%,?,7%,-25%,-29%,10%,12%
COC(=O)c1sc(NC(=O)c2ccc(C)o2)nc1C,?,5.4µM*,?,?,-5%,-11%,2.8µM*,?,?,-18%
CSc1ccccc1NC(=O)COc1ccc(Cl)cc1C,?,?,28%,6%,8%,4%,-2%,-1%,1%,-2%
CN(C)S(=O)(=O)Oc1ccccc1C(=O)Nc1ccc(F)cc1,0%,1%,1%,6%,0%,2%,-14%,-2%,0%,-3%
